HTRA1 inh = blocks human HTRA1 serine peptidase | inhibition, % at 5.96 µM | Q92743 | hit rate 0.5% among 340,000 | AID 504803 | recombinant HTRA1, FP-rhodamine activity-based probe, fluorescence polarization; in the data active = inhibition above about 36%;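 note: 0% = enzyme with DMSO and 100% = wells lacking enzyme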
Rev-erbA mod = modulates human Rev-erb alpha binding to DNA. Rev-erbα–FITC-DNA binding, fluorescence polarization, 90 min. activity, % at 10 µM. hit rate 0.79% among 370,000. AID 1259318;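 active = activity above about 14%, limit read from the data; passing the limit was not always enough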;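 note: 0% = DMSO wells with 35 nM protein and 100% = DMSO wells with 750 nM protein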
PRMT1 inh = PRMT1 (human) inhibition, primary screen; Q99873; recombinant PRMT1, activity-based probe fluorescence polarization; inhibition, % at 2.79 µM; hit rate 1.3% among 370,000; AID 652257;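 active = inhibition above about 21% made by adding two undisclosed values, limit read from the data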
SIAE primary = blocks human sialic acid acetylesterase. Q9HAT2. SIAE FP-Rh probe binding, fluorescence polarization. inhibition, % at 9.66 µM. hit rate 0.69% among 370,000. AID 1053197;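 active = inhibition above a cutoff: mean of compounds within the control limits plus 3 SD of those, cut at about 17% in these data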;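 note: 0% = plate median of compound wells and 100% = probe without SIAE protein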
Target sequence (Q9HAT2 whole entry, looked up): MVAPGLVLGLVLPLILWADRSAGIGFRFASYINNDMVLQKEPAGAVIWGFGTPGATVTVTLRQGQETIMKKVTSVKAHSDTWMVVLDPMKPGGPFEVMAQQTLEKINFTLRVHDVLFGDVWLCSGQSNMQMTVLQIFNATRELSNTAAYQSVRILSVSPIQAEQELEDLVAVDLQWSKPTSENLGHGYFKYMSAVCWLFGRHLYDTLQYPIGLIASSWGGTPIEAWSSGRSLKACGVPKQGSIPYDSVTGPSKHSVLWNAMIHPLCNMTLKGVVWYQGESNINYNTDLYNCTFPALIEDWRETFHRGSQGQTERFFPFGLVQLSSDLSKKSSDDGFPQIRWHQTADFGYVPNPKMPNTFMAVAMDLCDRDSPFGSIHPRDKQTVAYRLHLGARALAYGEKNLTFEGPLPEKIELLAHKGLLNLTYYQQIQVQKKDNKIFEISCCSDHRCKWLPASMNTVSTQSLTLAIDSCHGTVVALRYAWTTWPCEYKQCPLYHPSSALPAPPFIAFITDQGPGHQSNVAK
TCR-CD3 inh = inhibitors of human TCR-CD3 interaction; inhibition, % at 9.4 µM; hit rate 0.37% among 360,000; TAMRA-labeled TCR probe fluorescence, biochemical; AID 651800; in the data active = inhibition above about 19%;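 note: recombinant mutant TCR 2C K166C tagged with TAMRA read by polarization; 0% = receptor in buffer alone and 100% = receptor with positive control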
rCAG binder = r(CAG) repeat RNA binding. TO-PRO-1 dye displacement fluorescence. inhibition, % at 3 µM. hit rate 1.3% among 370,000. AID 651821;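 active = inhibition above the plate cutoff, the mean of all test compounds on that plate plus 3 SD, cut at about 35% in these data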;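 note: 0% = DMSO alone and 100% = 100 µM mitoxantrone as full dye displacement; higher means more dye released from RNA so lower well fluorescence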
PG9 binder = PG9 antibody binding by small molecule; TR-FRET gp120-PG9 antibody binding; inhibition, % at 6.7 µM; hit rate 0.43% among 360,000; AID 624416; in the data active = inhibition above about 8.5%
LEDGF integ inh = blocks HIV-1 LEDGF/p75-dependent DNA integration. hit rate 0.64% among 370,000. TR-FRET IN-LEDGF/p75 DNA integration, Eu/Cy5. inhibition, % at 3.7 µM;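 active = inhibition above the screen-wide mean plus 3 SD, cut at about 13% in these data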;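 note: signal is the Cy5 over europium emission ratio at 671 and 618 nm; 0% = plate median of compound wells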
TDP2 inh = blocks human TDP2 phosphodiesterase activity | recombinant TDP2, T5PNP hydrolysis, p-nitrophenol absorbance 415 nm | inhibition, % at 12.8 µM | hit rate 0.34% among 370,000 | AID 720702;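 active = inhibition above the mean of all tested compounds plus 3 SD, set per campaign, cut at about 25% in these data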;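 note: 0% = DMSO with enzyme and 100% = buffer with substrate but no TDP2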
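System – recombinant human TDP2 · Quantity – TDP2 enzyme at 120 nM final · Doses – single concentration, 12.8 µM nominal, with 1% DMSO · Incubation – 2 h at 37 °C · Measured by – epi absorbance of p-nitrophenol freed from T5PNP by hydrolysis · Read-out – % inhibition relative to enzyme-containing and enzyme-free wells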
mABHD4 FP = inhibits mouse alpha/beta hydrolase domain 4 | inhibition, % at 8.92 µM | purified mABHD4, FP-Rh probe fluorescence polarization | hit rate 0.54% among 370,000;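 active = inhibition exceeding the mean over every tested compound plus 3 SD, cut at about 30% in these data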;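 note: 0% = plate median of compound wells and 100% = S159A mutant with DMSO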
Target sequence (Q8VD66 whole entry, looked up, the tested form may be a part): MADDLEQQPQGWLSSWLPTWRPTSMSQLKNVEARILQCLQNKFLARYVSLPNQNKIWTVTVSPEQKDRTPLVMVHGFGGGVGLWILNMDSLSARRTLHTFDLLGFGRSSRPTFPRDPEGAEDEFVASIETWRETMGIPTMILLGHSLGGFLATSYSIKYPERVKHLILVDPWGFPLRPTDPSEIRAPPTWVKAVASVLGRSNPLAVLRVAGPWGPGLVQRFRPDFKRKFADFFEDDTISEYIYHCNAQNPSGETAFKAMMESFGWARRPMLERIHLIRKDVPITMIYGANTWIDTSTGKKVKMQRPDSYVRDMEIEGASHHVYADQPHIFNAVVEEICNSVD
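Test system: mABHD4 protein | Buffer or medium: HEPES pH 7.0 buffer, 150 mM NaCl, 0.01% Pluronic F-127 | Probe or stimulus: FP-Rh fluorescent activity-based probe, added after compound pre-incubation | Timing: Pre-incubation 45 min, probe exposure 60 min, at 25 °C | Technique: Fluorescence polarization, excitation 525 nm, emission 598 nm, BODIPY TMR filters | Repeats: Single well per compound (singlicate)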
Numbers without * were called inactive; · = no result given. Only part of the results is shown; count on the stated rates, not on these rows.

The line under a structure holds: HTRA1 inh	Rev-erbA mod	PRMT1 inh	SIAE primary	TCR-CD3 inh	rCAG binder	PG9 binder	LEDGF integ inh	TDP2 inh	mABHD4 FP
O=C(c1ccc(Cn2cc([N+](=O)[O-])cn2)o1)N1CCCCCC1
→ 0	-4	0	-3	-5	3	-1.9	0	-23	-4
OC[C@@H]1CN(Cc2cccs2)C[C@H](n2cnc3c(NCc4ccncc4)ncnc32)O1
→ ·	-3	-5	-3	0	4	-0.2	6	-9	6
O=C(/C=C/c1cccc(Cl)c1)NCCN1CCOCC1
→ 1	1	-2	0	7	0	-0.1	-2	-6	-4
N/C(=N\OC(=O)c1cc(Cl)ccc1Cl)c1ccccn1
→ -6	8	-1	1	0	-2	1.9	2	3	1
COc1ccc2nc(SCC(=O)Nc3ccc(S(=O)(=O)N4CCCC4)cc3)c(C#N)cc2c1
→ -29	109*	-2	-41	13	23	-1.7	-5	8	-50
O=c1oc2ccccc2c(NCCc2ccccc2)c1[N+](=O)[O-]
→ -6	1	-2	2	9	3	1.1	1	18	-1
CC(=O)Nc1ccc(S(=O)(=O)Nc2nnc(C(C)(C)C)s2)cc1
→ -2	0	4	-6	-8	2	-1.3	5	0	-6
CC1(C)CC(N2CCC(=O)NC2=S)CC(C)(C)N1
→ 4	4	-4	1	4	0	-0.2	0	8	0
COc1ccc(S(=O)(=O)Nc2ccccc2C(=O)N2CCCC2)cc1OC
→ 9	-3	0	4	6	0	-0.6	0	16	3
CC(C)C(NS(=O)(=O)c1ccc2c(c1)oc(=O)n2C)C(=O)N1CCN(Cc2ccccc2)CC1 (stereo unspecified)
→ -4	-5	7	5	-8	3	-0.6	-3	-1	9

The last seven compounds of the part before open the next one:
The line under a structure holds: HTRA1 inh	Rev-erbA mod	PRMT1 inh	SIAE primary	TCR-CD3 inh	rCAG binder	PG9 binder	LEDGF integ inh	TDP2 inh	mABHD4 FP
N/C(=N\OC(=O)c1cc(Cl)ccc1Cl)c1ccccn1
→ -6	8	-1	1	0	-2	1.9	2	3	1
COc1ccc2nc(SCC(=O)Nc3ccc(S(=O)(=O)N4CCCC4)cc3)c(C#N)cc2c1
→ -29	109*	-2	-41	13	23	-1.7	-5	8	-50
O=c1oc2ccccc2c(NCCc2ccccc2)c1[N+](=O)[O-]
→ -6	1	-2	2	9	3	1.1	1	18	-1
CC(=O)Nc1ccc(S(=O)(=O)Nc2nnc(C(C)(C)C)s2)cc1
→ -2	0	4	-6	-8	2	-1.3	5	0	-6
CC1(C)CC(N2CCC(=O)NC2=S)CC(C)(C)N1
→ 4	4	-4	1	4	0	-0.2	0	8	0
COc1ccc(S(=O)(=O)Nc2ccccc2C(=O)N2CCCC2)cc1OC
→ 9	-3	0	4	6	0	-0.6	0	16	3
CC(C)C(NS(=O)(=O)c1ccc2c(c1)oc(=O)n2C)C(=O)N1CCN(Cc2ccccc2)CC1 (stereo unspecified)
→ -4	-5	7	5	-8	3	-0.6	-3	-1	9
CCCCN(C)C(=O)c1ccc(Nc2nc(C(N)COCc3ccccc3)cs2)nc1 (stereo unspecified)
→ ·	-4	-4	-2	1	14	1.6	0	-1	-4
O=C(c1ccc2c(c1)OCO2)N1CCN(c2cccc(C(F)(F)F)c2)CC1
→ -9	-1	2	3	0	-5	-1.4	-2	12	5
COC(=O)C1=C(O)/C(=C\c2cc(C)n(-c3ccccc3C)c2C)N=C1C
→ 4	-4	7	-2	5	2	-4.8	1	3	6
CN(CC(=O)Nc1ccc(Cl)cc1)CC(=O)N1CCc2ccccc21
→ 8	-3	-3	-2	-2	0	-1.4	-4	-11	-5
COc1cc(C(=O)Nc2ccc(S(=O)(=O)NC(C)(C)C)cc2)cc(OC)c1OC
→ -5	-6	-1	3	3	-3	0.2	-3	-2	-6
O=C(NNC(=O)c1ccc(-c2ccccc2)cc1)Nc1ccccc1
→ 0	3	-2	-5	1	2	-0.7	1	-11	-3
c1ccc2n[nH]nc2c1
→ 6	7	-3	-4	6	0	-0.7	-1	-3	-4
Cc1cccc(NC(=O)c2c([N+](=O)[O-])cnn2C)c1
→ 2	-2	0	-2	1	0	-4.3	1	-13	-3
CCOC(=O)c1ccc(NC(=O)Cn2nnc(-c3ccc(C)cc3)n2)cc1
→ -2	1	1	-3	-1	4	-0.2	0	2	-8
Cc1ccc(/C=C/C(=O)OCc2nc(N)nc(Nc3ccccc3C)n2)o1
→ -8	0	34*	-1	6	2	1.8	2	6	1

The list goes on.
The line under a structure holds: HTRA1 inh	Rev-erbA mod	PRMT1 inh	SIAE primary	TCR-CD3 inh	rCAG binder	PG9 binder	LEDGF integ inh	TDP2 inh	mABHD4 FP
CCCCCn1c(CNC(=O)c2cccs2)nc2ccccc21
→ -23	-1	-1	6	-2	-4	-1.6	3	-1	-3
O=C(N/N=C/c1ccc(-c2cccc(C(F)(F)F)c2)o1)c1ccccc1Br
→ -20	8	4	7	4	2	-4.9	3	-1	-4
Cc1ccc(C(=O)NNC(=O)C2CCN(c3nccc(C)n3)CC2)cc1
→ 2	2	3	-5	5	-1	0.7	18*	5	1
CCc1ccc(C(=O)NC(CCSC)C(=O)O)cc1 (stereo unspecified)
→ -5	0	-2	1	1	6	-0.9	-1	-11	9
O=C(Nc1nccs1)c1cc(Cl)nc2ccccc12
→ 3	2	1	3	3	0	-3.0	-3	2	2
CC(=O)c1cc(-c2ccc(F)cc2)n(CC(=O)NCc2cccs2)c1C
→ 1	6	-1	0	4	-2	3.4	4	-7	13
O=C(Cc1cccs1)N/N=C/c1ccc(OCc2ccccc2)cc1
→ -21	-3	-1	-3	7	3	-0.4	-3	-6	-13
O=C(/C=C/c1ccc(S(=O)(=O)N2CCOCC2)cc1)NCCCn1ccnc1
→ 0	5	2	2	-2	-3	-0.5	-3	-5	8
CCOC(=O)C1(Cc2cccc(F)c2)CCN(C(=O)C2CCOCC2)CC1
→ -1	7	-9	-4	-9	-6	-1.2	2	-10	-5
N#C/C(=C\c1cccnc1)C(=O)Nc1ccc(S(N)(=O)=O)cc1
→ 1	1	5	2	5	-1	-0.4	0	5	3

The listing continues.
The line under a structure holds: HTRA1 inh	Rev-erbA mod	PRMT1 inh	SIAE primary	TCR-CD3 inh	rCAG binder	PG9 binder	LEDGF integ inh	TDP2 inh	mABHD4 FP
COC(=O)C[C@@H]1C=C[C@H](NC(=O)Nc2cc(F)ccc2F)[C@@H](CO)O1
→ ·	-2	1	1	-6	1	-0.4	3	1	-13
CC(=O)n1c2ccccc2c2c1c1ccccc1n2C
→ 1	-1	-2	0	0	8	0.2	2	-3	3
CN(CC(=O)NCCCN1CCOCC1)S(=O)(=O)c1ccc(Br)cc1
→ -1	15	0	4	-3	-1	-1.7	-2	-6	-2
C=CCN(C(=O)c1csnn1)C(C(=O)NC1CCCC1)c1c(F)cccc1Cl (stereo unspecified)
→ 1	9	3	5	2	3	1.0	0	8	3
CCOc1ccc(S(=O)(=O)NC2CCCC2)cc1C
→ 1	-1	5	2	-2	-7	0.3	2	-5	-6
COc1ccccc1N1CCN(C2CCCN(C(=O)c3cscn3)C2)CC1 (stereo unspecified)
→ 3	5	-3	5	1	-3	-1.5	2	16	-1
Cc1cccc(NC2=C(Cl)C(=O)OC2NC(=O)c2ccccc2)c1 (stereo unspecified)
→ 2	-3	1	3	-2	-3	-1.7	-1	-4	5
CC(=O)C(Cc1ccccc1)NC(=O)COC(=O)c1cccc(C)c1[N+](=O)[O-] (stereo unspecified)
→ -6	6	2	2	0	2	-0.7	-7	-9	0
CN(C)C(=O)CCc1ccc2c3c([nH]c2c1)[C@]1(CCc2ccccc2)[C@@H](C(=O)N2CCCCC2)C[C@H](CC(=O)NCc2ccco2)C(=O)N1CC3
→ -3	4	-3	6	5	5	-0.5	-1	-4	-8
COc1ccc(-c2cc(C(=O)NC3CC3)c3ccccc3n2)cc1
→ -3	1	-2	2	2	0	-0.4	4	2	-4

The list continues:
The line under a structure holds: HTRA1 inh	Rev-erbA mod	PRMT1 inh	SIAE primary	TCR-CD3 inh	rCAG binder	PG9 binder	LEDGF integ inh	TDP2 inh	mABHD4 FP
CC(NS(=O)(=O)c1cc2c3c(c1)CCN3C(=O)CC2)c1ccccc1 (stereo unspecified)
→ 0	0	-1	-2	-5	4	-0.9	1	-1	-1
CCCCCCCCCCCn1nnnc1N
→ 4	-2	-1	-1	1	3	0.2	0	10	-4
Cc1noc(C)c1COc1ccccc1C(=O)N1CCN(c2cccc(C(F)(F)F)c2)CC1
→ -12	11	-2	-2	3	-3	-2.4	7	-12	-5
O=C(Nc1ccc(N2CCOCC2)cc1)c1cccnc1
→ 11	-4	-3	0	1	-2	-0.3	1	4	-3
CCS(=O)(=O)c1nc(NC(C)=O)n[nH]1
→ 1	-2	2	9	-3	1	0.2	-3	4	7
CN(C)S(=O)(=O)c1ccc2c(c1)C(CC(=O)O)NC2=O (stereo unspecified)
→ 4	0	3	-1	1	1	1.3	4	5	3
Cc1ccc(S(=O)(=O)NCC(=O)N2CCOCCOCCOCCOCC2)cc1
→ 5	3	-1	2	5	1	-0.7	1	13	-3
c1ccc2c(c1)ccc1nnc(-c3ccc4c(c3)OCO4)n12
→ 2	-6	-3	-3	3	0	-1.1	0	1	3
COc1ccc(N2C(=NC(=O)C3CCCO3)SC3CS(=O)(=O)CC32)cc1 (stereo unspecified)
→ 5	-3	-3	-4	4	3	-0.7	1	-13	-4
O=S(=O)(c1ccccc1)N1CCSC1c1ccco1 (stereo unspecified)
→ 2	1	4	5	4	2	-1.0	-1	0	8

The results go on.
The line under a structure holds: HTRA1 inh	Rev-erbA mod	PRMT1 inh	SIAE primary	TCR-CD3 inh	rCAG binder	PG9 binder	LEDGF integ inh	TDP2 inh	mABHD4 FP
COC(=O)C1=C(C(=O)OC)C2C=C(C(C)C)C1C(=O)C2(C)O (stereo unspecified)
→ ·	-1	-3	3	-6	3	-0.3	1	-10	-1
COCCC(=O)N1CCC(n2nccc2NC(=O)c2ccccc2C)CC1
→ 4	-3	0	16	2	1	-1.7	-2	-8	9
COc1ccc(NC(=O)CCN2C(=O)c3ccc([N+](=O)[O-])cc3C2=O)c(OC)c1
→ 4	7	0	14	3	-1	-0.4	-2	10	10
COc1ccc(-c2cc(C(=O)NCC3CCCO3)c3cc(C(C)C)ccc3n2)cc1 (stereo unspecified)
→ -13	3	1	-2	3	-2	0.4	5	5	-8
O=C(OCc1nnc(-c2ccccc2)o1)c1cc(S(=O)(=O)N2CCOCC2)ccc1F
→ -4	7	1	1	3	-2	0.1	-6	6	4
Cc1cc(Cl)ccc1NC(=S)NCCCO
→ 3	3	-3	-7	-1	1	-3.7	6	-10	-13

Screens (PubChem)
